Screens: PubChem BioAssay, several laboratories
ADAM10 inh – ADAM10 inhibition, QFRET primary screen | O14672 | recombinant ADAM10, EDANS/DABCYL FRET peptide cleavage, 3 h | inhibition, % at 7 µM | 370,000 compounds, 0.62% hits | AID 720582;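 active = inhibition above a per-campaign cutoff equal to the mean of compounds falling between control-based bounds plus 3 SD, cut at about 20% in these data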;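 note: 0% = DMSO wells while the 100% control is not disclosed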
rCAG RNA binder – molecules binding r(CAG) RNA repeats | r(CAG) RNA repeat, TO-PRO-1 dye displacement fluorescence | inhibition, % at 3 µM | 370,000 compounds, 1.3% hits;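 active = inhibition above the plate cutoff, the mean of all test compounds on that plate plus 3 SD, cut at about 35% in these data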;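 note: 0% = DMSO alone and 100% = 100 µM mitoxantrone as full dye displacement; higher means more dye released from RNA so lower well fluorescence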
ARFGAP1 inh – inhibitors of rat ARFGAP1; 360,000 compounds, 0.26% hits; inhibition, % at 16.5 µM; Arfgap1-stimulated ARF1 GTP hydrolysis, GDP FP detection; Q62848;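 active = inhibition above a per-plate limit, mean inhibition of low control wells plus 3 SD, cut at about 25% in these data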;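 note: 0% = DMSO wells with enzyme and 100% = wells lacking Arfgap1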
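material = rat Arfgap1 catalytic domain, aa 1-136 | also added = human ARF1(Δ1-17)-GTP substrate | compound dosing = one concentration, 16.5 µM, DMSO 1.26% | times = GTP hydrolysis reaction 2 h at 25 °C | measured by = FP, GDP Alexa 633 tracer displaced from anti-GDP antibody, 620/688 nm | evaluation = percent inhibition of Arfgap1-stimulated GTP hydrolysis | replication = single well per compound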
FXN GAA850 act – increases GAA850 frataxin promoter reporter activity; HEK293 lucGAA850 FXN promoter luciferase reporter, 24 h; percent of 10 µM SAHA response; activation, % at 6 µM; 360,000 compounds, 0.56% hits; AID 540364;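 active = activation above the average of all compounds screened plus 3 SD, cutoff fixed separately per campaign, cut at about 7.5% in these data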;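 note: 0% = DMSO wells and 100% = 10 µM SAHA wells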
GC-B act – GC-B (human) receptor activation. P20594. HEK293-GC-B cells, CNP EC30, cGMP TR-FRET; 0% at EC30 CNP, 100% saturating CNP. activation, % at 10 µM. 370,000 compounds, 0.11% hits;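 active = activation at 10 µM reaching about 35% in either raw or pattern-adjusted values, limit read from the data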
Target sequence (P20594 whole entry, looked up): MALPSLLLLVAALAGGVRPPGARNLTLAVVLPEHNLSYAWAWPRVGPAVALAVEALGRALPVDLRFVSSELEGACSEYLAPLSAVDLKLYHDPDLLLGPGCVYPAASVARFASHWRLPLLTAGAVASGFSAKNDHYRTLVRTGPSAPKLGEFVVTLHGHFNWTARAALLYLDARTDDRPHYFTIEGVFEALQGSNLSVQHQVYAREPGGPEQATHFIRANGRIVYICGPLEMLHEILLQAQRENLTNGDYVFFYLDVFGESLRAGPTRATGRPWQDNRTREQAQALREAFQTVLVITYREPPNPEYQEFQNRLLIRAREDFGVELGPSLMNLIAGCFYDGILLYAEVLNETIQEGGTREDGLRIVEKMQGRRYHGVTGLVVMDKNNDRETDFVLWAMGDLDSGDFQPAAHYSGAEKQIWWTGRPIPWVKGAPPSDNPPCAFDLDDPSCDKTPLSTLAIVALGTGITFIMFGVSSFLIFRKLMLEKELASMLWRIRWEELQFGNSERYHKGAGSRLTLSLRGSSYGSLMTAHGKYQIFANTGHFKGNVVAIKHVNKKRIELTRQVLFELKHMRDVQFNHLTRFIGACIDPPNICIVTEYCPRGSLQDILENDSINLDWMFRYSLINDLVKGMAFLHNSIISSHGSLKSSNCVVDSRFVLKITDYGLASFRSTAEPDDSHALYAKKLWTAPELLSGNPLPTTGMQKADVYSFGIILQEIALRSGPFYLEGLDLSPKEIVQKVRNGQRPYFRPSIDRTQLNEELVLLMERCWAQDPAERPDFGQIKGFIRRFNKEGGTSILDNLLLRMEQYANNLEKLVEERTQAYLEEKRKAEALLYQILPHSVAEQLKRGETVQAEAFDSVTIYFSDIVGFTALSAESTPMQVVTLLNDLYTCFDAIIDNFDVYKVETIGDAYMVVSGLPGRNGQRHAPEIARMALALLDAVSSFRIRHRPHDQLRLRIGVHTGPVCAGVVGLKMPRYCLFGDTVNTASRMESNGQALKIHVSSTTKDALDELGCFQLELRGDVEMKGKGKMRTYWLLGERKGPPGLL
proKLK7 act – activators of human kallikrein-7 zymogen; activation, % at 7 µM; purified proKLK7, EDANS-DABCYL substrate fluorescence; 100% is mature enzyme control, 0% vehicle; 370,000 compounds, 0.9% hits;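 active = activation above the mean of all tested compounds plus 3 SD, computed per campaign excluding outliers beyond control limits, cut at about 13% in these data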
GC-A act – GC-A (human) enzyme activation | P16066 | HEK293 GC-A cells, cGMP TR-FRET, EC30 ANP; 0% at EC30 ANP, 100% saturating ANP | activation, % at 10 µM | 370,000 compounds, 0.14% hits | AID 1671463; in the data active = activation above about 40%
ASAP1 GAP inh – ASAP1 ArfGAP inhibition | Q9ULH1 | ASAP1-stimulated ARF1 GTP hydrolysis, GDP FP detection | inhibition, % at 16.5 µM | 360,000 compounds, 0.19% hits | AID 624377; in the data active = inhibition above about 25%;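 note: 0% = vehicle with enzyme and substrate and 100% = no enzyme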
Tn6 DDE FP – disrupts Tn6 cyclic peptide binding to fibrin D-Dimer-E complex. P02675. Fibrin DD(E) TRITC-Tn6 fluorescence polarization displacement. inhibition, % at 8.3 µM. 370,000 compounds, 0.21% hits;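 active = inhibition above a per-campaign cutoff: mean of compounds within control limits plus 3 SD, cut at about 15% in these data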;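 note: 0% = median of all compound wells on the plate and 100% = blocking peptide control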
sPLA2-III inh – Inhibits HGIII-sPLA2 liposome hydrolysis, primary screen; QFRET BODIPY PC-A2 liposome hydrolysis, fluorescence; inhibition, % at 12.2 µM; 370,000 compounds, 0.56% hits; AID 743126;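 active = inhibition above mean plus 3 SD of compounds lying within the high and low control bounds, cut at about 19% in these data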;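 note: 0% = median of test compound wells and 100% = no enzyme DMSO wells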
* marks the source's active call; other numbers are inactive results; i = inactive; nt = no result given. A portion of the library; the hit share may differ from the screen's.

SMILES	ADAM10 inh	rCAG RNA binder	ARFGAP1 inh	FXN GAA850 act	GC-B act	proKLK7 act	GC-A act	ASAP1 GAP inh	Tn6 DDE FP	sPLA2-III inh
CCOC(=O)CCN=Cc1c(O)n(-c2ccc(Br)cc2)c(=O)[nH]c1=O	-9	-3	8	1.8	0	0.2	0	-5	0	-1
CC1(C(O)(C#CCN2CCCCC2)c2ccccc2)CCCC1 (configuration not stated)	2	-12	-4	-2.0	-2	0.1	-7	-10	-2	-10
CCOP(=O)(OCC)C(O)c1ccccc1 (configuration not stated)	-3	0	-2	2.4	1	-0.4	3	-2	0	0
CN1CCN(c2ccc([N+](=O)[O-])c(Sc3nncn3C)c2)CC1	-3	-4	-1	-1.6	2	-0.3	0	-11	4	8
CC(=O)c1ccc2c(c1)C1C(Cl)C(Sc3ccccc3[N+](=O)[O-])CC1C(c1ccccc1[N+](=O)[O-])N2 (configuration not stated)	5	23	9	-4.0	75*	0.1	0	0	-3	-12
O=c1[nH]c(=S)n(C2CC2)c(O)c1/C=N/Nc1ccccc1	-12	13	7	3.4	-1	0.2	0	-13	1	22*
COc1ccc(-n2nnnc2C(CCSC)N2CCC(n3c(=O)[nH]c4ccccc43)CC2)cc1 (configuration not stated)	7	1	-1	nt	-5	-0.3	-2	0	1	-20
NC(=O)Nc1cccc(C(F)(F)F)c1	10	4	0	1.4	4	0.6	4	-11	13	5
C[C@]12C=CC(=O)C=C1CC[C@@H]1C2CC[C@]2(C)OC(=O)CCC12 (some centres not stated)	1	0	9	2.2	-1	-0.1	4	10	-8	6
Cc1ccc(S(=O)(=O)N2CN3CCN(C3)C2)cc1	1	6	0	-2.4	3	-0.5	6	8	4	12
CCN1CCN(c2nc([N+](=O)[O-])nn2C)CC1	-4	-3	2	0.3	5	0.5	1	1	-6	5
O=C1NCN(c2ccccc2)C12CCN(C(c1cccc3ccccc13)c1nnnn1-c1ccc3c(c1)OCCO3)CC2 (configuration not stated)	-12	3	10	nt	11	-0.7	1	7	6	7
COc1ccc(Cl)cc1N=Cc1c(O)n(C)c(=O)n(C)c1=O	-8	-1	-3	0.8	-2	-0.7	16	3	-3	5
CN(C)C(=O)Nc1cccc(OC(=O)N(C)C)c1	-2	1	-9	-0.6	3	0.0	-3	2	-4	-1
O=[N+]([O-])NC1=NCCN1Cc1ccc(Cl)nc1	-1	2	9	-1.5	4	-0.5	2	-4	3	2
O=c1[nH]c(=S)[nH]c(O)c1C(c1ccccn1)c1c(O)[nH]c(=S)[nH]c1=O	5	0	-7	0.6	-2	-0.3	-2	-2	2	10
CCC(=NCc1ccco1)c1c(O)n(Cc2ccccc2)c(=O)[nH]c1=O	6	6	9	-0.2	28	0.7	24	4	-8	-4
CCS(=O)(=O)NC(C)c1nnc2n1-c1ccc(Br)cc1C(c1ccccc1Cl)=NC2 (configuration not stated)	-5	-3	5	-1.3	-1	-0.1	0	2	1	1
CCCN1CCC[C@@H](c2cccc(O)c2)C1	-6	1	4	2.0	4	0.3	0	-12	-4	3
CCOC(=O)CC(SP1(=S)OCC2(CC=CCC2)CO1)C(=O)OCC (configuration not stated)	-7	1	0	1.1	2	0.7	-1	-2	3	-1
CNC(C)(C)Cc1ccccc1	-4	1	5	-2.1	0	-0.1	4	2	-8	4
CCCOc1ccc(C(C)=O)cc1Cc1c(O)[nH]c(=S)[nH]c1=O	0	2	26*	-0.8	5	-0.5	0	2	-3	5
CN(C)c1ccc(/C=C2/C(=O)NC(=O)N(CCc3ccc(F)cc3)C2=O)cc1	-3	12	3	-0.5	1	-0.1	9	-1	3	-3
CC(=O)Nc1ccccc1C(=O)C(=O)Nc1cccc(C(=O)N2CCC3(CC2)OCCO3)c1	-4	0	9	-1.1	0	-0.1	0	-2	-15	11
OC1/C(=C/c2ccc(C(F)(F)F)cc2)N2CCC1CC2 (configuration not stated)	2	-4	4	0.5	nt	0.2	nt	-2	6	2

Single records, from the list above:
Shown for CCS(=O)(=O)NC(C)c1nnc2n1-c1ccc(Br)cc1C(c1ccccc1Cl)=NC2 (configuration not stated) → ADAM10 inh = -5; rCAG RNA binder = -3; ARFGAP1 inh = 5; FXN GAA850 act = -1.3; GC-B act = -1; proKLK7 act = -0.1; GC-A act = 0; ASAP1 GAP inh = 2; Tn6 DDE FP = 1; sPLA2-III inh = 1
Shown for CCCOc1ccc(C(C)=O)cc1Cc1c(O)[nH]c(=S)[nH]c1=O → ADAM10 inh = 0; rCAG RNA binder = 2; ARFGAP1 inh = 26*; FXN GAA850 act = -0.8; GC-B act = 5; proKLK7 act = -0.5; GC-A act = 0; ASAP1 GAP inh = 2; Tn6 DDE FP = -3; sPLA2-III inh = 5
Shown for CCOP(=O)(OCC)C(O)c1ccccc1 (configuration not stated) → ADAM10 inh = -3; rCAG RNA binder = 0; ARFGAP1 inh = -2; FXN GAA850 act = 2.4; GC-B act = 1; proKLK7 act = -0.4; GC-A act = 3; ASAP1 GAP inh = -2; Tn6 DDE FP = 0; sPLA2-III inh = 0

Following part.
SMILES	ADAM10 inh	rCAG RNA binder	ARFGAP1 inh	FXN GAA850 act	GC-B act	proKLK7 act	GC-A act	ASAP1 GAP inh	Tn6 DDE FP	sPLA2-III inh
COC(=O)C1=C(c2ccccc2OCc2ccccc2)C[C@@H]2CC[C@H]1N2C(=O)NCc1ccc(C(F)(F)F)cc1	9	-4	-1	-2.4	1	0.3	-1	5	11	-14
CN1CCN(Cc2cn(C)c3ccccc23)CC1CCO (configuration not stated)	-1	3	-6	2.0	1	0.5	6	-2	-2	-3
CCC1(O)CCC2C3CCC4=CC(=O)CCC4C3CCC21CC (configuration not stated)	1	-1	11	0.3	3	0.0	-2	12	-1	-5
C=C1C(C)C2C(Cc3ccccc3)NC(=O)C23C(OC(C)=O)C=CC(C)(O)CC(C)CC=CC3C1O (configuration not stated)	-4	2	-4	7.6*	-6	-0.7	-12	-8	-2	-7
Cn1c(O)c(C2=NNC(c3ccc(Cl)cc3)C2)c(=O)n(C)c1=O (configuration not stated)	7	18	3	2.0	3	-0.1	3	0	0	-12
Cn1cc(C=C2C(=O)NC(=O)NC2=O)c2ccccc21	-1	4	2	3.7	-12	-0.2	-5	-3	3	0
CCOP(=O)(Nc1ccc2c(c1)C(=NNC(N)=S)c1ccccc1-2)OCC	10	8	3	1.9	3	1.2	-3	20	7	-9
O=C(NC[P+](=O)O)OCc1ccccc1	-8	-1	1	-0.8	4	-0.2	8	-10	1	2
CCN(C(=O)COC(=O)C(O)(c1ccccc1)c1ccccc1)c1c(N)n(Cc2ccccc2)c(=O)[nH]c1=O	1	-3	17	2.5	5	0.4	2	15	-2	-4
COC(=O)c1ccccc1OP(=O)(c1cccc([N+](=O)[O-])c1)c1cccc([N+](=O)[O-])c1	8	-4	-6	-0.1	8	0.2	-1	-5	-2	18
O=C(Cn1nc(-c2ccc(Cl)cc2)ccc1=O)N1CCC2(CC1)OCCO2	-5	-3	-3	0.1	1	0.2	1	-8	9	-2
O=C(N1CCCCCC1)N1CC1	-7	-2	-4	3.4	1	-0.6	2	-3	4	17
CCOC(=O)C1SC2(C(F)F)CC1(O)c1c(c(OC)c3occc3c1OC)O2 (configuration not stated)	10	-4	6	3.0	3	0.3	-4	2	0	-4
Fc1ccc(N2CCN(Cc3ccc4c(c3)OCO4)CC2)cc1	-3	1	0	1.5	2	0.3	4	-4	6	3
Cc1nn(Cc2ccccc2)c(C)c1C(=O)O	-6	-1	10	-0.1	1	-1.7	1	14	9	5
Cc1ccc(-c2nc3ccc(C)cn3c2CC(=O)N(C)C)cc1	-205	1	15	0.2	9	0.7	4	-6	1	0
CC1=CC(=C2C(=O)NC(=O)NC2=O)C=C(C(F)(F)F)N1C(C)C	-7	0	4	-0.8	0	-0.3	1	6	-5	6
Cc1ccccc1C(=O)N1Cc2ccccc2-n2nncc2C1	-9	2	3	0.1	-2	-0.7	-1	-3	1	6
CC(=O)C1CCC2C3C(N4CC4)CC4=CC(=O)CCC4(C)C3CCC12C (configuration not stated)	-15	3	7	-1.4	2	0.2	1	-8	-6	0
COc1ccc(NC2=NCCCS2)cc1OC	-13	-1	2	0.5	-3	0.4	0	-18	-1	2
Cn1c(=O)[nH]c2nncnc2c1=O	5	0	5	0.1	1	1.1	-2	-3	2	3
N#C/C=C/C#N	10	2	3	-0.8	0	-0.5	2	3	2	1
Cc1c(C(c2ccc(O)cc2)c2c(O)c3ccccc3oc2=O)c(=O)n(-c2ccccc2)n1C (configuration not stated)	5	3	14	0.8	6	-0.2	4	0	-6	-5
COc1ccccc1C(=O)Nc1ccc2c(c1)CC1(C(=O)N(C)C(=O)N(C)C1=O)C1CCCN21 (configuration not stated)	-5	14	-10	2.7	-2	-1.0	0	-7	4	-8
Cc1ccc(OCC(=O)N2CCN(Cc3ccc4c(c3)OCO4)CC2)cc1	0	-8	3	-1.4	5	0.1	1	-1	0	-4
CCS(=O)(=O)NCc1nnc2n1-c1ccc(Br)cc1C(c1ccccc1Cl)=NC2	4	-3	5	0.7	-5	0.1	-3	-4	2	-3
Nc1ccc2ccc3cccc[n+]3c2c1	-53	i	0	-2.4	-3	95*	18	-3	5	-181
C[C@]1(O)CC[C@H]2[C@@H]3CCC4=CC(=O)CC[C@]4(C)[C@@]3(F)[C@@H](O)C[C@@]21C	-7	-1	9	1.8	-2	-0.2	4	6	-1	-3
Brc1ccc2c(c1)-n1nncc1CN(CC1CCCCC1)C2	-7	-1	-9	nt	0	0.2	1	9	2	6

Molecules above that contain a carbonyl joined to an NH by a bond outside any ring (six):
SMILES	ADAM10 inh	rCAG RNA binder	ARFGAP1 inh	FXN GAA850 act	GC-B act	proKLK7 act	GC-A act	ASAP1 GAP inh	Tn6 DDE FP	sPLA2-III inh
NC(=O)Nc1cccc(C(F)(F)F)c1	10	4	0	1.4	4	0.6	4	-11	13	5
CN(C)C(=O)Nc1cccc(OC(=O)N(C)C)c1	-2	1	-9	-0.6	3	0.0	-3	2	-4	-1
CC(=O)Nc1ccccc1C(=O)C(=O)Nc1cccc(C(=O)N2CCC3(CC2)OCCO3)c1	-4	0	9	-1.1	0	-0.1	0	-2	-15	11
COC(=O)C1=C(c2ccccc2OCc2ccccc2)C[C@@H]2CC[C@H]1N2C(=O)NCc1ccc(C(F)(F)F)cc1	9	-4	-1	-2.4	1	0.3	-1	5	11	-14
O=C(NC[P+](=O)O)OCc1ccccc1	-8	-1	1	-0.8	4	-0.2	8	-10	1	2
COc1ccccc1C(=O)Nc1ccc2c(c1)CC1(C(=O)N(C)C(=O)N(C)C1=O)C1CCCN21 (configuration not stated)	-5	14	-10	2.7	-2	-1.0	0	-7	4	-8
